Bioassay records: PubChem BioAssay, The Scripps Research Institute Molecular Screening Center
PAFAH1B2 FP inh – blocks human PAF acetylhydrolase 1b catalytic subunit 2 | P68402 | recombinant PAFAH1B2, FP-rhodamine activity probe, fluorescence polarization | inhibition, % at 3.39 µM | 340,000 compounds, 1.2% hits | AID 492953;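 active = inhibition above the mean of all tested compounds plus 3 SD, cut at about 24% in these data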;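 also: 0% = enzyme with DMSO and 100% = wells lacking PAFAH1B2; many of its hits are not listed in these tables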
Target sequence (P68402 whole entry, looked up): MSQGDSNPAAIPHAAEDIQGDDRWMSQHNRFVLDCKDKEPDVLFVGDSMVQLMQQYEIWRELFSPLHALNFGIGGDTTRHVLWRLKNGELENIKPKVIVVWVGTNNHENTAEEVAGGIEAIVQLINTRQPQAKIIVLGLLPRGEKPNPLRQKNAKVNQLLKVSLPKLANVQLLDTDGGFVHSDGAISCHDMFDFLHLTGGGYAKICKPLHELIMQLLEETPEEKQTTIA
PAFAH1B3 FP inh – blocks human PAF acetylhydrolase 1B catalytic subunit 3; recombinant PAFAH1B3, FP-rhodamine probe, fluorescence polarization; inhibition, % at 3.39 µM; 340,000 compounds, 0.28% hits; AID 492972;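 active = inhibition above the screen-wide average of all tested compounds plus 3 SD, cut at about 25% in these data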;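 also: 0% = enzyme with DMSO only and 100% = wells lacking PAFAH1B3 protein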
Target sequence (Q15102 whole entry, looked up): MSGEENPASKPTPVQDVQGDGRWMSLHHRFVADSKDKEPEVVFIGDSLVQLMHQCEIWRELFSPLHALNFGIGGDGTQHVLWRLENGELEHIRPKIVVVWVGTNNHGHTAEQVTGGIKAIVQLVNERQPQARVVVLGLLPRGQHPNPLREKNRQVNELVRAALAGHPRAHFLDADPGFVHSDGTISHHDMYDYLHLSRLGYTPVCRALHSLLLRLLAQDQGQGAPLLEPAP
Active calls of the source: *. These rows are one share of the data. The share of hits here may be higher or lower than overall.

| PAFAH1B2 FP inh | PAFAH1B3 FP inh | SMILES |
| --- | --- | --- |
| 2 | 0 | Cc1cc(C)c2cc(C(=O)Nc3ccc(C)c(F)c3)[nH]c2c1 |
| 8 | 1 | O=c1[nH][nH]c(=O)c2c1[nH]c(=S)n2Cc1ccccc1 |
| 5 | 16 | O=C(NN=Cc1c(O)ccc2ccccc12)C1CC1 |
| 7 | 4 | Cc1noc(C)c1C(=O)OCC(=O)NCc1ccccc1 |
| 3 | 14 | C[C@](N)(Cc1ccc(O)c(O)c1)C(=O)O |
| 4 | 11 | O=c1cc(C=NNc2ccc([N+](=O)[O-])cc2)[nH]c(=O)[nH]1 |
| 0 | 7 | CCCCCc1ccc(OCCOCCn2c[n+](C)c3ccccc32)c(CCCCC)c1 |
| 3 | 4 | COc1ccc(C(=O)OCC(=O)Nc2ccc3c(c2)OCO3)cc1S(=O)(=O)N1CCOCC1 |
| 2 | 1 | COc1ccc(/C=C2\SC(=O)N(CC(=O)Nc3ccccc3O)C2=O)cc1OC |
| 6 | 1 | CCCn1c(=C(C#N)C#N)s/c(=C2\C=Cc3ccccc3N2CC)c1=O |
| 5 | 5 | COC(=O)c1[nH]c2ccccc2c1Sc1ccccc1 |
| 2 | -2 | O=C(Cc1nc2ccccc2[nH]c1=O)c1ccccc1 |
| -3 | 6 | CCOC(=O)N1CCN(c2nc3ccc(C)cc3n3cnnc23)CC1 |
| 5 | 3 | CC(=O)Nc1ccc(NC(=O)COc2ccc(-c3ccccc3)cc2)cc1 |
| -1 | 4 | NC(=O)c1cnccc1C=Cc1ccccc1 |
| 1 | 0 | S=C(c1cccs1)N1CCN(c2ccccc2)CC1 |
| 2 | 8 | Cc1c(C(=O)OC(C)C)sc(NC(=O)c2cnccn2)c1C(=O)OC(C)C |
| -2 | 0 | C#CCOCCOCCOCCNc1nc(N2CCN(C(=O)[C@H]([C@@H](C)CC)n3cc(CCC(=O)O)nn3)CC2)nc(N2CCN(C(=O)[C@H](CCCCN)n3cc(CCCC)nn3)CC2)n1 |
| 0 | 10 | COc1ccc2c(c1)C(CC(=O)NN)CCC2 (stereo not given) |
| 5 | 2 | Cn1ccc(C(=O)OCC(=O)Nc2ccccc2Cl)n1 |
| -1 | -1 | COc1ccccc1CNC(=O)CCCN1C(=O)NC2(CCCC2)C1=O |
| -5 | -4 | CC(C)n1c(SCC(=O)N2c3ccccc3Sc3ccccc32)nc2c1c(=O)n(C)c(=O)n2C |
| -1 | 5 | CC1CN(C(=O)CCCN2C(=O)c3ccccc3C2=O)CC(C)O1 (stereo not given) |
| 6 | 15 | CN(CCC#N)C(=O)COC(=O)c1c2c(nc3ccccc13)/C(=C\c1ccco1)CC2 |
| 4 | 7 | COC(=O)c1cc2c(n(-c3ccccc3)c1=O)CCCC2=O |
| -1 | 7 | COc1cccc(C=O)c1OCCN1C(=O)c2ccccc2C1=O |
| 4 | 4 | Cc1ccc(NC(=O)Nc2cccc(F)c2)nc1 |
| 8 | 5 | CC(C)Cc1ccc(C(C)C(N)=NCCc2ccccc2)cc1 (stereo not given) |
| -1 | 3 | CCOc1ccc(C(=O)NC(=S)Nc2ccc(N3CCC(C)CC3)cc2)cc1[N+](=O)[O-] |
| -3 | -1 | O=C(COC(=O)c1cc(Br)ccc1Cl)NC1CC1 |
| -74 | -142 | CCCNC(=O)Cn1c(=O)/c(=C/c2ccc(-c3ccc([N+](=O)[O-])cc3)o2)s/c1=C\C(=O)C(C)(C)C |
| 0 | 8 | Cc1ccc(NCC(=O)N2CCN(S(=O)(=O)c3ccccc3)CC2)cc1F |
| 6 | 6 | CC(C)C[C@@H](CNCC(=O)[C@H](CC(C)C)NC(=O)c1[nH]cnc1C(=O)N[C@H](CN)CC(C)C)NC(=O)c1nc[nH]c1C(=O)N[C@@H](Cc1ccccc1)C(=O)O |
| 1 | 6 | O=C(NCc1ccccc1F)c1ccc(S(=O)(=O)NCc2ccco2)cc1 |
| 6 | 14 | Cc1ccc(S(=O)(=O)N2CCN(C(=O)CN3CCN(c4ccc(O)cc4)CC3)CC2)cc1 |
| 10 | -2 | O=C(O)C1Oc2ccccc2C1c1ccccc1 (stereo not given) |
| 2 | 11 | COc1cc(NC(=O)COC(=O)C2CC(O)CN2S(=O)(=O)c2ccc(Cl)cc2)c(C)cc1[N+](=O)[O-] (stereo not given) |
| 2 | 12 | Nc1ccc(-c2cnc(N)c(C(=O)c3cccnc3)n2)cn1 |
| 4 | 12 | Cn1c(=O)c2[nH]c(CCCc3nc4ccccc4[nH]3)nc2n(C)c1=O |
| -2 | 0 | CCOc1ccc2[nH]c(=O)c(CN(CCO)C(c3nnnn3C3CCCCC3)C(C)C)cc2c1 (stereo not given) |
| 3 | 1 | Cc1ccc(NC(=O)Nc2ccc3c(c2)OCO3)c(OC(F)F)c1 |
| -5 | -1 | CCOC(=O)c1ccccc1NC(=O)COC(=O)c1ccc(OCC(=O)N2CCOCC2)c(OCC)c1 |
| 2 | 0 | Nc1ccc(Cc2ccc(N)c(O)c2)cc1O |
| 0 | 5 | COc1ccc(Nc2nc3c(C)cccn3c(=O)c2C=O)cc1 |
| 20 | 8 | CC(C)CN(CC(C)C)c1nn[nH]n1 |
| -1 | 1 | CN1/C(=C/C(=O)COC(=O)CN2C(=O)C3CC=CCC3C2=O)C(C)(C)c2ccccc21 (stereo not given) |
| 4 | 8 | O=C(Cc1ccon1)c1ccc(O)cc1O |
| -8 | -3 | CCN1/C(=C/c2ccc3cc(C)ccc3[n+]2C)Sc2ccc3sccc3c21 |
| -2 | 8 | COc1cc(C(=O)Nc2ccc(S(=O)(=O)N3CCCCC3)cc2)ccc1OCC(=O)N1CCOCC1 |
| -6 | -15 | CCCOc1cccc(-c2cc(C(=O)N/N=C/c3cccnc3)c3ccccc3n2)c1 |
| 0 | 2 | CCOC(=O)c1c(C)[nH]c(C(=O)OCC(O)=C(C#N)c2nc3ccccc3[nH]2)c1C |
| 7 | 9 | O=C(NN=Cc1cccc2ccccc12)C1CC1 |
| 2 | 9 | O=S(=O)(CCNCc1ccco1)NC1CCCCC1 |
| 6 | 2 | CC1(C)CC(=O)C(=CN2CCN(C(=O)c3ccco3)CC2)C(=O)C1 |
| -71 | -95 | COc1cc(/C=C2\SC(=S)N(NC(=O)c3ccccc3OC)C2=O)ccc1O |
| 3 | -3 | O=C(NNC(=O)c1ccc2ccccc2c1)c1ccc(Cl)cc1 |
| 4 | -2 | COc1ccccc1N1CCN(C(=O)c2ccccc2SCC(=O)NCc2ccco2)CC1 |
| 3 | 3 | CC(C)C(=O)C1=Cc2cc([N+](=O)[O-])ccc2OC1N1CCOCC1 (stereo not given) |
| 1 | 10 | COc1ccc(C(=O)NC2=NCCS2)c(OC)c1 |
| 1 | 5 | COc1ccccc1C=NN=C1c2ccccc2-c2ccccc21 |

Later entries:
| PAFAH1B2 FP inh | PAFAH1B3 FP inh | SMILES |
| --- | --- | --- |
| -11 | 10 | Cn1cc(Br)c(C(=O)N/N=C/c2cc3ccccc3nc2Cl)n1 |
| 6 | 7 | O=C1c2ccccc2C(=O)C12Cc1ccccc1N1CCN(c3ccccc3)CC12 (stereo not given) |
| -1 | 8 | COc1ccc(-n2nc(C)c3c(=O)c4c([nH]c32)CCCC4)cc1 |
| -1 | 9 | COc1cc(NC(=O)COC(=O)c2ccc3ccccc3n2)cc(OC)c1 |
| 9 | 12 | CC(C)C[C@@H](CN)NC(=O)c1nc[nH]c1C(=O)N[C@@H](CC(C)C)C(=O)CNC[C@H](C)NC(=O)c1nc[nH]c1C(=O)N[C@@H](C)C(=O)O |
| 5 | 7 | COc1cc(OC)nc(Oc2ccccc2C=O)n1 |
| -1 | -3 | C/C(=N\NC(=O)c1ccc(O)cc1)c1ccc(NC(=O)Cc2ccccc2)cc1 |
| 1 | 2 | Cc1ccc(-n2ncc3c2CC(C)(C)CC3NC(=O)CCc2cccnc2)cc1 (stereo not given) |
| -2 | 0 | Cc1ccc(NC(=S)N2CCN(S(=O)(=O)c3ccc(F)cc3)CC2)cc1 |
| 1 | -6 | CCN1C[C@@H]2[C@@H]3C(=O)N(C)C(=O)[C@@H]3[C@](C)(C1=O)N2C(=O)c1ccc(Cl)c(Cl)c1 |
| 0 | 2 | N=C1C(c2nc3ccccc3s2)=C(O)CN1NC(=O)c1ccc([N+](=O)[O-])cc1 |
| 0 | -2 | CC(C)N1CCC(=O)NC1=O |
| -3 | 3 | O=C(NCCCCc1ccccc1)c1cccc(NC(=O)c2ccccc2)c1 |
| 1 | 5 | Cc1ccc(S(=O)(=O)NC(C)C(=O)NC2CC2)cc1 (stereo not given) |
| 6 | 6 | CC12CCC(C(S(=O)(=O)Nc3ccccc3)C1=O)C2(C)C (stereo not given) |
| 2 | 11 | COc1cc(C)ccc1OCc1cc(C(=O)N2CCCCCC2)no1 |
| 6 | 2 | O=C1C2C3C=CC(O3)C2C(=O)N1N=Cc1ccc2c(c1)OCO2 (stereo not given) |
| 3 | 2 | CC(=O)Nc1cc2c3ccccc3n(C)c2cc1[N+](=O)[O-] |
| 9 | 2 | Cc1cc(C(=O)O)cc(S(=O)(=O)Nc2ccccc2C(=O)NC2CC2)c1C |
| 1 | -5 | C/C(=N\NC(=O)c1sccc1C)c1cccnc1 |
| 0 | 11 | Cc1onc(-c2ccccc2)c1C(=O)NCc1ccc(Cl)cc1 |
| 3 | -2 | CN(C(=O)c1cccc(NC(=O)Cc2ccc(NC(=O)C3CCN(C(=O)C4CCCC4)CC3)cc2)c1)C1CCCC1 |
| 2 | 0 | CC1CCCC12NC(=O)NC2=O (stereo not given) |
| -1 | 0 | O=C(NN=Cc1cccc2ccccc12)C(=O)NN=Cc1cccc2ccccc12 |
| -19 | -24 | O=C1/C(=C\c2ccc(Cl)c(Cl)c2)CN(C(=O)CCN2CCOCC2)C/C1=C/c1ccc(Cl)c(Cl)c1 |
| 3 | 6 | O=C(CCCCn1cnc2c(=S)nc[nH]c21)Nc1ccc(C(=O)O)c(O)c1 |
| 4 | 13 | CC(C)(C)C(=O)NC1CC2CCCC(C1)N2C(=O)Nc1ccccc1Cl (stereo not given) |
| 2 | 4 | CN(C)N1C(=O)c2c(Cl)c(Cl)c(Cl)c(Cl)c2C1=O |
| 3 | 1 | OC(CNc1ccnc2cc(Cl)ccc12)CNC1CCCCC1 (stereo not given) |
| 6 | 6 | NCC(=O)Nc1ccc(Cl)cc1C(=O)c1ccc[nH]1 |
| -3 | -3 | Cc1onc(-c2ccccc2)c1C(=O)N(Cc1ccco1)Cc1cccs1 |
| 3 | 3 | O=C(c1ccccc1)C(CCc1ccccn1)CCc1ccccn1 |
| 1 | -1 | COC(=O)C(Cc1cccc(C)n1)(c1ccccc1)c1ccccc1 |
| 3 | -3 | CC(=O)NC(Cc1ccccc1F)C(=O)NC1CCN(S(=O)(=O)c2ccccc2)CC1 (stereo not given) |
| 2 | 10 | COc1ccc(NC(=O)C(C)N2C(=O)C3CC=C(Cl)CC3C2=O)cc1 (stereo not given) |
| 3 | 3 | CN(C(=O)C(C)(C)C)C1c2c(ccc3ccccc23)OCC1CO (stereo not given) |

A draw from above in order of count of non-hydrogen atoms, ascending.
| PAFAH1B2 FP inh | PAFAH1B3 FP inh | SMILES |
| --- | --- | --- |
| 20 | 8 | CC(C)CN(CC(C)C)c1nn[nH]n1 |
| 2 | 0 | Nc1ccc(Cc2ccc(N)c(O)c2)cc1O |
| 4 | 4 | Cc1ccc(NC(=O)Nc2cccc(F)c2)nc1 |
| 6 | 6 | NCC(=O)Nc1ccc(Cl)cc1C(=O)c1ccc[nH]1 |
| 4 | 11 | O=c1cc(C=NNc2ccc([N+](=O)[O-])cc2)[nH]c(=O)[nH]1 |
| 6 | 6 | CC12CCC(C(S(=O)(=O)Nc3ccccc3)C1=O)C2(C)C (stereo not given) |
| 2 | 12 | Nc1ccc(-c2cnc(N)c(C(=O)c3cccnc3)n2)cn1 |
| -1 | 8 | COc1ccc(-n2nc(C)c3c(=O)c4c([nH]c32)CCCC4)cc1 |
| -1 | 7 | COc1cccc(C=O)c1OCCN1C(=O)c2ccccc2C1=O |
| 2 | 11 | COc1cc(C)ccc1OCc1cc(C(=O)N2CCCCCC2)no1 |
| 6 | 1 | CCCn1c(=C(C#N)C#N)s/c(=C2\C=Cc3ccccc3N2CC)c1=O |
| 3 | 6 | O=C(CCCCn1cnc2c(=S)nc[nH]c21)Nc1ccc(C(=O)O)c(O)c1 |
| -71 | -95 | COc1cc(/C=C2\SC(=S)N(NC(=O)c3ccccc3OC)C2=O)ccc1O |
| 2 | 1 | COc1ccc(/C=C2\SC(=O)N(CC(=O)Nc3ccccc3O)C2=O)cc1OC |
| 6 | 7 | O=C1c2ccccc2C(=O)C12Cc1ccccc1N1CCN(c3ccccc3)CC12 (stereo not given) |
| 6 | 15 | CN(CCC#N)C(=O)COC(=O)c1c2c(nc3ccccc13)/C(=C\c1ccco1)CC2 |
| 6 | 14 | Cc1ccc(S(=O)(=O)N2CCN(C(=O)CN3CCN(c4ccc(O)cc4)CC3)CC2)cc1 |
| 3 | 4 | COc1ccc(C(=O)OCC(=O)Nc2ccc3c(c2)OCO3)cc1S(=O)(=O)N1CCOCC1 |
| -5 | -4 | CC(C)n1c(SCC(=O)N2c3ccccc3Sc3ccccc32)nc2c1c(=O)n(C)c(=O)n2C |
| -19 | -24 | O=C1/C(=C\c2ccc(Cl)c(Cl)c2)CN(C(=O)CCN2CCOCC2)C/C1=C/c1ccc(Cl)c(Cl)c1 |
| -5 | -1 | CCOC(=O)c1ccccc1NC(=O)COC(=O)c1ccc(OCC(=O)N2CCOCC2)c(OCC)c1 |
| 3 | -2 | CN(C(=O)c1cccc(NC(=O)Cc2ccc(NC(=O)C3CCN(C(=O)C4CCCC4)CC3)cc2)c1)C1CCCC1 |
| 9 | 12 | CC(C)C[C@@H](CN)NC(=O)c1nc[nH]c1C(=O)N[C@@H](CC(C)C)C(=O)CNC[C@H](C)NC(=O)c1nc[nH]c1C(=O)N[C@@H](C)C(=O)O |
